CF NFkB inh: blocks PAF-induced NF-kB reporter in cystic fibrosis cells | KKLEB NF-kB-GFP reporter, GFP fluorescence overnight | inhibition, % at 5 µM | 0.86% of 360,000 active;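 active = at least 50% inhibition at 5 µM, scaled per plate between neutral and stimulator controls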;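 note: PAF is a Pseudomonas aeruginosa culture filtrate used as stimulus; plate controls were PAF-stimulated DMSO wells for no effect and unstimulated DMSO wells for full effect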
NR2E3 ag-1: activates human photoreceptor nuclear receptor NR2E3; Q9Y5X4; GST-NR2E3/biotin-RetCOR TR-FRET, 1536-well; inhibition of corepressor binding, % at 4.78 µM; 0.12% of 320,000 active; AID 2300;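 active = percent inhibition above the cutoff of mean plus 3 SD of all tested compounds, set per screening campaign, cut at about 20% in these data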;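 note: 0% = DMSO wells and 100% = biotin wells as full block of FRET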
Target sequence (Q9Y5X4 whole entry, looked up): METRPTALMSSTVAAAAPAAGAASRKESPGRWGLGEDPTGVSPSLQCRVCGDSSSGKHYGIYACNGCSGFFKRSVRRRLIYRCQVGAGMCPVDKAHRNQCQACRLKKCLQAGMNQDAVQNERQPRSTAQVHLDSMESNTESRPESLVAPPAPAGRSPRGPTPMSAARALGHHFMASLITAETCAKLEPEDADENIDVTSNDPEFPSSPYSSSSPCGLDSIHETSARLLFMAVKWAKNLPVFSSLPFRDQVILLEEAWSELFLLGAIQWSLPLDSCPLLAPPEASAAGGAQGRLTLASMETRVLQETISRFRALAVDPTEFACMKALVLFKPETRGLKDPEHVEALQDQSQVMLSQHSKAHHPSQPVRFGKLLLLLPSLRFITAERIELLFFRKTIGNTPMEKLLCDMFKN
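System: GST-tagged NR2E3 plus biotinylated RetCOR corepressor; Buffer or medium: pH 7.5 Tris-based buffer; Probe or stimulus: RetCOR corepressor, biotinylated, 7 nM; Doses: compound at 4.8 µM, single dose; Schedule: 5 h incubation at 4 °C; Technique: time-resolved FRET; Evaluation: percent inhibition of TR-FRET ratio; Replication: one well per compound, singlicate testing.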
HIF-2a block: HIF-2a inhibition; 786-0 RCC cells HIF-2a reporter, luciferase luminescence, overnight; inhibition, % at 18.8 µM; 0.72% of 360,000 active; AID 624352;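 active = inhibition of the luminescence signal of 40% or more relative to plate controls, in a single-dose primary screen at 18.75 µM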
Vif inh: HIV Vif inhibition; HEK293T cells, Vif self-association by quenched fluorescence, imaging, 24 h; inhibition, % at 7.49 µM; 0.35% of 340,000 active; in the data active = inhibition above about 50%, passing the limit was not always enough; inconclusive = no clear call, values can overlap the other calls; inactive = below about 31%; note: some results filed as inactive read as strong as hits
Shn3 inh set2: inhibitors of Schnurri-3 3'UTR reporter in osteoblasts. Clone20 osteoblast Shn3 3'UTR firefly luciferase, 24 h. inhibition, % at 12.5 µM. 0.52% of 360,000 active. AID 588674;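 active = mean inhibition of at least 75% with every replicate also reaching 75%; inconclusive = mean inhibition at least 75% but some replicate below; inactive = mean inhibition below 75%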;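 note: 0% = median of neutral control wells and 100% = pilot-screen positive control compound; some compounds past the cut are filed as inactive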
NR2E3 ag-2: activates human NR2E3 receptor; Q9Y5X4; CHO-S Gal4-NCOR/VP16-NR2E3 two-hybrid, luciferase; inhibition of corepressor binding, % at 3.98 µM; 0.35% of 360,000 active; AID 602229;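 active = inhibition above the mean of all tested compounds plus 3 SD, cut at about 70% in these data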;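 note: 0% = DMSO with NR2E3 transfected cells and 100% = cells lacking NR2E3 construct; higher means lower luciferase signal from less NR2E3 corepressor binding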
CaV13 FRET inh: Disruptors of the CACNA1D IQ motif to Ca2+-dependent inactivation inhibitor domain association, primary screening, Förster resonance energy transfer in intact living …; AID 743397; inhibition, % at 12.3 µM; HEK cells, CFP/YFP FRET ICDI-IQ, plate reader, 10 min; percent FRET-ratio fall versus neutral wells; 0.098% of 340,000 active;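 active = mean replicate inhibition of at least 30% and at least 1% of replicates passing that level; inconclusive = only one of the two criteria is met; inactive = neither criterion is met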;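 note: 0% = median of the neutral control wells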
PDI turbidity: inhibitors of human protein disulfide isomerase; P07237; PDI insulin aggregation turbidity, A650, 90 min; inhibition, % at 10 µM; 0.052% of 350,000 active; AID 588391;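 active = mean inhibition across replicates of 30% or more, whatever share of single replicates reach that level; inconclusive = mean inhibition below 30% while every single replicate reaches 30%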;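 note: absorbance from insulin aggregation driven by PDI reduction with DTT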
Target sequence (P07237 whole entry, looked up): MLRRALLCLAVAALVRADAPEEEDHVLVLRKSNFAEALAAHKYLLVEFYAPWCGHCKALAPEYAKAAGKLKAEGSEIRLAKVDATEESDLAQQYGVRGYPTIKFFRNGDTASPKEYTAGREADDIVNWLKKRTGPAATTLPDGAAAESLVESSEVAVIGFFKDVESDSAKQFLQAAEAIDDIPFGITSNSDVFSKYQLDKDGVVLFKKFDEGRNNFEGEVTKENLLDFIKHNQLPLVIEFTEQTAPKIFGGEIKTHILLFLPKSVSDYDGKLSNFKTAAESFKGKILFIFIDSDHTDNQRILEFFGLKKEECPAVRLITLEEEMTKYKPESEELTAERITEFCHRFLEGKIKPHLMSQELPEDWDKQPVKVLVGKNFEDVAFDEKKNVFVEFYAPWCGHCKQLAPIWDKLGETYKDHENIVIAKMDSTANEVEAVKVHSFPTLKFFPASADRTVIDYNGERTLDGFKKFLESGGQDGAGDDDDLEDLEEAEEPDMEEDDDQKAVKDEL
Peg3 promoter: Peg3 promoter activity inhibition; HeLa PEG-Prom luciferase reporter, luminescence, overnight; inhibition, % at 20 µM; 1.7% of 360,000 active; AID 588405;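 active = inhibition of at least 50% at 20 µM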
KKLEB cytotox: counter-screen for CF NF-kB inhibitors: cytotoxicity. AID 602141. activity change (cytotoxicity), % at 5 µM. 0.36% of 360,000 active. KKLEB CF airway cells viability, ATPlite luminescence, overnight; hits give low values; cells stimulated with P. aeruginosa culture filtrate;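 active = corrected activity change at or below -50% at 5 µM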
MITF TRPM1 inh: MITF TRPM1 promoter inhibition in SK-MEL-5 cells. SK-MEL-5 TRPM1 promoter luciferase, 24 h. inhibition, % at 12.5 µM. 0.83% of 330,000 active;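 active = mean inhibition across replicates of 60% or more, whatever share of single replicates reaches that level; inconclusive = some that reach 60%, reason not given; inactive = mean inhibition across replicates below 60%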; note: values of inactives mirror those of a sister screen read the other way
The depositor's hits bear a star; ? = inconclusive; . = not tested or not shown.

SMILES	CF NFkB inh	NR2E3 ag-1	HIF-2a block	Vif inh	Shn3 inh set2	NR2E3 ag-2	CaV13 FRET inh	PDI turbidity	Peg3 promoter	KKLEB cytotox	MITF TRPM1 inh
CC1CCc2nn(CC(=O)NCc3ccc4c(c3)OCO4)cc2C1 (configuration not stated)	-16	2	12	10	1	-21	-5	.	1	-2	-4
COc1cc2c(C)nc3onc(-c4ccccc4)c3c2cc1OC	-93	-2	28	8	26	-16	-5	-6	12	-1	-7
CC1(C(=O)NCc2ccccc2Br)CCN1Cc1c(F)cccc1F (configuration not stated)	8	.	9	-5	-20	17	-11	8	16	0	.
O=C(CNC(=O)c1cccc(Br)c1)N/N=C/c1ccc[nH]1	-24	1	-9	?	7	-13	-5	-7	9	-10	24
O=C(NCCn1ccc2ccccc21)c1ccc(S(=O)(=O)N2CCOCC2)cc1	0	1	9	1	3	-21	-6	.	4	1	1
O=C(c1cc(-c2ccccc2)nc2ccccc12)N1CCN(c2ccccn2)CC1	-9	1	-64	.	-16	4	-6	9	-19	-2	-17
COc1cccc(NC(=O)c2ccc3nc(C)sc3c2)c1	-15	5	-278	-2	-64	-166	-2	10	-277	5	-5
CCOc1cc(N2CCOCC2)c(OCC)cc1NC(=O)CSc1n[nH]c(N)n1	12	0	17	3	-97	-7	-2	-2	24	-22	-4
N#Cc1c(SCC(N)=O)nc(-c2ccccc2)c2c1CCCC2	0	1	6	35	6	-35	-6	-3	27	-4	-4
CCOc1ccc(N(CC(=O)OC)S(=O)(=O)c2ccc(OC)c(OC)c2)cc1	11	4	3	-53	-19	-25	-8	1	10	-8	-2
COC(=O)c1sc2ncn(CC(=O)N(C)C3CCCCC3)c(=O)c2c1C	12	0	5	13	-2	-10	-4	2	3	-6	2
COc1ccc(C(=O)O/N=C/c2ccc(S(=O)(=O)c3ccc(Cl)cc3)nc2)cc1	-9	-1	12	-12	9	-33	-6	1	13	8	-9
COc1ccccc1NC(=O)c1ccc(S(=O)(=O)N2CCCC(C)C2)cc1 (configuration not stated)	2	3	10	-1	5	-9	-3	15	33	0	-7
COc1cc(OC)cc(C(=O)Nc2nnc(Cc3ccc(OC)c(OC)c3)s2)c1	10	-2	11	-6	-2	-8	-4	2	15	-3	11
Cc1cccc(N2CCN(Cc3ccoc3)CC2)c1C	1	0	-55	-3	-31	-8	-8	7	-10	-3	-21
O=C(COC(=O)c1cc(Br)ccc1O)NC1CCCCCC1	11	-1	8	-1	-9	-7	-6	6	13	9	-2
C[C@H](NC(=O)c1ccco1)C(=O)Nc1cccc([N+](=O)[O-])c1	-7	0	19	.	4	-23	-4	6	8	25	1
Cc1cc(C)nc(NNC2=CC(=[N+]3CCCC3)CCC2)n1	9	4	11	-4	5	3	-2	5	-6	-2	-7
COc1ccc(S(=O)(=O)N2CCN(CC(=O)NC3CC3)CC2)cc1	4	1	4	24	-3	8	-3	-8	-3	14	-9
OCCC1CN(CC(c2ccccc2)c2ccccc2)CCN1C1CCCC1 (configuration not stated)	3	3	19	2	23	16	-4	2	17	-12	-3
O=C1NC(=Nc2ccc(O)cc2)S/C1=C/c1ccco1	19	-3	-92	.	11	-62	-2	13	-59	0	14
CCOC(=O)C1CCCN(C(=O)c2ccc(C)c(S(=O)(=O)N3CCCCC3)c2)C1 (configuration not stated)	25	2	7	0	6	14	-2	2	10	-18	-2
Cc1nc(C)c(C(=O)OCC(=O)Nc2ccc(C)c(C)c2)s1	-11	.	-5	.	6	22	-5	3	4	17	.
CN/C(=C/[N+](=O)[O-])NCCSCc1csc(CN(C)C)n1	-27	0	2	-2	8	-7	-5	-3	-2	-14	-7

Molecules listed so far containing an NH in an aromatic ring:
SMILES	CF NFkB inh	NR2E3 ag-1	HIF-2a block	Vif inh	Shn3 inh set2	NR2E3 ag-2	CaV13 FRET inh	PDI turbidity	Peg3 promoter	KKLEB cytotox	MITF TRPM1 inh
O=C(CNC(=O)c1cccc(Br)c1)N/N=C/c1ccc[nH]1	-24	1	-9	?	7	-13	-5	-7	9	-10	24
CCOc1cc(N2CCOCC2)c(OCC)cc1NC(=O)CSc1n[nH]c(N)n1	12	0	17	3	-97	-7	-2	-2	24	-22	-4

Next part:
SMILES	CF NFkB inh	NR2E3 ag-1	HIF-2a block	Vif inh	Shn3 inh set2	NR2E3 ag-2	CaV13 FRET inh	PDI turbidity	Peg3 promoter	KKLEB cytotox	MITF TRPM1 inh
O=C(Nc1ccc2c(c1)OCO2)c1cccc(F)c1	9	2	-176	0	-41	-120	-5	-6	-195	-7	-66
Cc1ccc(NC(=S)NCC(O)c2ccccc2)c(C)c1 (configuration not stated)	-8	5	-27	0	-10	9	-5	3	-23	6	-2
CCOC(=O)c1c(NC(=O)COC(=O)c2ccncc2)sc(C)c1C	1	6	18	-1	5	-2	-1	-4	-2	-3	15
Cc1ccc(CC(=O)NCc2ccc(Cl)cc2)cc1	23	-1	-54	-7	0	-64	-4	2	2	-16	12
Cc1ccc(Nc2ccc([N+](=O)[O-])cn2)cc1Cl	3	.	-424	-4	-15	-51	-25	-18	-135	-12	-31
CCOC(=O)C(=O)c1c(-c2ccc(C)cc2)nc2ccccn12	10	0	-47	-10	-2	-11	-3	7	7	9	7
CC(C)(C)NC(=O)Nc1ccc(Br)cc1	5	-2	-167	-8	-35	-49	3	-1	-189	7	-6
CCSc1ccc2cc(OC)ccc2[n+]1CC	-11	3	10	9	27	4	-6	-6	1	-14	10
COC(=O)[C@@H](Cc1c[nH]c2ccccc12)NC(=O)c1cc(=O)[nH]c2ccccc12	8	-3	6	-3	3	-1	-6	11	8	-2	3
CC1CCCCN1C(=O)COC(=O)c1cc(-c2cccs2)nn1-c1ccccc1 (configuration not stated)	-10	4	-10	1	-9	4	-6	11	13	8	-3
O=C(NC1CCCC1)C(c1cccnc1)N(C(=O)c1csnn1)C1CCCC1 (configuration not stated)	16	-3	-8	3	10	15	-9	-12	0	-12	5
Cc1ccc(Oc2ccccc2/C=N/O)cc1	14	2	-5	0	-34	-52	-7	-4	-14	-3	-8
CC(C)(C)C(=O)N1CCC[C@@]1(CO)C(=O)O	-8	1	8	1	10	8	-4	3	-5	6	17
COc1ccc(C(=O)NNC2=C(C(=O)C(F)(F)F)CCC2)cc1	20	-1	-3	1	-23	-96	-5	-9	-4	-16	-17
CC1CC(C)CN(C(=O)c2cccc(S(=O)(=O)N3c4ccccc4CC3C)c2)C1 (configuration not stated)	9	.	19	-10	26	-16	-6	0	26	0	40
CSCCC(NC(=O)c1cccc(C)c1)C(=O)NNC(=O)c1cccs1 (configuration not stated)	-19	.	-4	0	-10	-15	-5	-4	-4	-2	7
O=C(Cc1cccc2ccccc12)N/N=C/c1ccc(OC(=O)/C=C/c2ccco2)cc1	-6	-2	9	-15	36	-12	.	7	-5	11	9
Cc1cccn2c(=O)c3cc(C(=O)NCCN4CCOCC4)c(=N)n(CCN4CCOCC4)c3nc12	-19	0	13	-1	-2	6	13	5	12	8	-14
Cc1ccc(S(=O)(=O)n2nc(C)cc2C)cc1	-6	-1	3	-3	-2	1	-6	1	11	13	2
CCN1CCN(CCNC(=O)C2CCCN(Cc3nc(-c4cccc(Cl)c4)oc3C)C2)CC1 (configuration not stated)	1	-2	-4	-1	28	-26	-1	.	-16	0	.
O=C(C1CCC1)N1CCc2cc(S(=O)(=O)NCc3ccccn3)ccc21	8	0	-2	12	20	7	.	1	-69	-2	2
N#Cc1c2n(c3c(=S)nc[nH]c13)CCCCC2	9	4	11	-2	-13	-33	-13	-3	31	2	-12
O=C(CCC1CCCCC1)NCCN1C2=NC[C@@H](Cc3ccccc3)N2C[C@H]1Cc1ccc(O)cc1	1	-1	10	-2	11	3	-12	9	21	10	-2
COc1ccc(S(=O)(=O)Nc2ccc(C(F)(F)F)cc2)cc1OC	4	-2	17	16	18	2	-4	10	19	13	7
COC(=O)C1=C(C)NC(C)=C(C(=O)OC)C1c1ccccc1OCc1c(C)no[n+]1[O-]	4	3	-13	-5	7	-5	-5	-2	20	-8	8
CCOC(=O)C(NC(C)=O)(N1CCc2ccccc2C1)C(F)(F)F (configuration not stated)	14	8	5	10	2	-13	-4	-2	7	-4	-2
Cc1ccnc2nc(C(=O)Nc3nccs3)nn12	-5	1	-96	1	-25	-73	-1	-6	-48	-1	-23
CC1CCCCC12NC(=O)N(CC(=O)Nc1ccccc1-c1ccccc1)C2=O (configuration not stated)	-6	4	-1	-3	0	-42	-3	4	-3	-5	-2
Cc1ccc(OCC(=O)N/N=C/c2cn(Cc3ccccc3)c3ccccc23)cc1	-7	-5	9	1	11	-8	-5	-3	10	-1	3
COc1ccc(S(=O)(=O)Nc2ccccc2SC)cc1C	15	1	15	-1	10	7	.	5	25	-8	16
COc1ccc(NC2CCCN(C(=O)c3c(C)noc3C)C2)cc1 (configuration not stated)	-6	1	0	1	-12	8	.	7	6	12	-2
Cc1ccc(S(=O)(=O)N(C)c2ccc(OCC(=O)OCc3ccc(C#N)cc3)cc2)cc1	5	.	20	1	7	-14	-10	9	-7	8	12
CN1C(=O)N(CC(=O)Nc2ccc3c(c2)OCO3)C(=O)C12CCCCC2	-9	.	-68	-13	5	-31	-15	9	-94	10	.
CC1CCCC(NC(=S)NC(=O)c2cncc(Br)c2)C1C (configuration not stated)	-4	2	16	-8	-7	-19	-13	-1	5	3	6
O=[N+]([O-])c1ccc(/C=N/NC2=NS(=O)(=O)c3ccccc32)cc1	4	1	6	1	-2	-12	-20	0	6	4	5
O=C(CSc1nnc(-c2ccccc2)n1C1CCCCC1)Nc1ccc(S(=O)(=O)Nc2ccccn2)cc1	-8	1	35	2	-7	12	.	2	33	7	3
COc1ccc(C2SCCN2S(=O)(=O)c2ccccc2)cc1OC (configuration not stated)	17	0	6	-19	18	-6	0	-16	14	-15	1
Cc1ccc([N+](=O)[O-])cc1S(=O)(=O)Nc1ccccn1	-1	-1	15	2	-16	-14	.	1	19	12	4
CCn1c(C)c(C(C)=O)c(N2CCN(C(=O)c3ccco3)CC2)nc1=S	10	-1	4	15	11	-6	-9	5	-7	2	-24
COc1ccccc1NC(=O)c1cc([N+](=O)[O-])ccc1N1CCOCC1	-5	1	20	-7	12	20	-10	1	24	10	13
Cc1ccc(N2C(=O)CSCC2=O)cc1	8	2	11	10	12	7	.	1	-6	-4	-5
CCC(=O)Nc1ccc(S(=O)(=O)NC[C@H]2O[C@@H](n3cc(C)c(=O)[nH]c3=O)C[C@@H]2O)cc1	-6	.	8	4	-12	6	-2	-2	-13	10	.

Source: PubChem BioAssay
